Source: PubChem (National Center for Advancing Translational Sciences (NCATS))
ALDH1A1 inh = inhibitors of human aldehyde dehydrogenase 1A1. P00352. Purified ALDH1A1, NADH fluorescence, propionaldehyde substrate. Potency, µM (series often up to 75.3 µM), for the others: at the highest dose activity, negative = inhibition, actives largely listed as inhibitors. 7.3% of 220,000 active. AID 1030; active = well fitted inhibition curve with a large enough effect, not every such curve was filed as active; inconclusive = small, poorly fitted or top-dose-only effect, or another doubt; inactive = no such curve, though single readings can be large or run the other way;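 also: plate controls were no enzyme wells and a reference inhibitor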
TR SRC2 fluor cs = alters Texas Red total fluorescence, flagging assay interference. TRb/SRC2 Texas Red total fluorescence interference. Potency, µM (doses to about 106 µM), inactives show at the highest dose fluorescence change, negative = quenching. 0.29% of 280,000 active; active = well fitted curve in either direction with a large enough effect; inconclusive = small, poorly fitted or top-dose-only effect
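Human TRβ ligand-binding domain (0.6 uM) and Texas Red SRC2 peptide (20 nM) in Tris buffer with 1 uM T3 and 5% DMSO were incubated with pinned compound for 5 hr at ambient temperature. Total fluorescence was computed as S + 2P (555/632 nm).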
Tau fluor counter = counter-screen for tau fibril formation inhibitors | tau K18 P301L Alexa594 fluorescence, heparin fibrillization | Potency, µM (series often up to 57.7 µM), inactives show top-dose activity change, negative = decrease | 0.93% of 280,000 active | AID 1463; also: nearly all actives have a fitted effect of over 55% in size
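Human tau K18 P301L (15 uM unlabeled, 0.24 uM Alexa 594-labeled) in 100 mM sodium acetate pH 7 with 20 uM heparin, 6 hr at 37 C. ThT 30 uM added, 1 hr ambient; Alexa 594 FP and total fluorescence read at 555/632 nm.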
Tau ThT inhib = blocks human tau fibril formation measured by thioflavin T; 2.1% of 270,000 active; P10636; recombinant tau K18 P301L (four-repeat tau fragment), heparin-induced fibrillization, ThT fluorescence; Potency, µM (doses to about 57.4 µM), for inactives: at the top dose activity, negative = inhibition, actives largely listed as inhibitors; AID 1460; also: nearly all actives have a fitted effect of over 55% in size
Target sequence (P10636 561-689 P618L limits assumed): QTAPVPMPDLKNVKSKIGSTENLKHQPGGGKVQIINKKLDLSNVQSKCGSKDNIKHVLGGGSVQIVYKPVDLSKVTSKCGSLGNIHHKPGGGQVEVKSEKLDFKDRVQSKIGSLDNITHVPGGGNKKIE
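Heparin-induced (20 uM) aggregation of recombinant human K18 P301L tau, 15 uM unlabeled with 0.24 uM labeled, pH 7 acetate buffer, 6 hr at 37 C with compound. Fibrils quantified by 30 uM ThT fluorescence after 1 hr ambient incubation.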
TRb SRC2 PPI = TRbeta-SRC2 interaction inhibition; P10828; TRbeta-SRC2 peptide binding, fluorescence polarization; receptor liganded with 1 µM T3; Potency, µM (doses to about 106 µM), for inactives: at the highest dose activity change, negative = inhibition, most hits filed as inhibitors; 0.065% of 280,000 active; AID 1469;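 also: plate controls were bound peptide for no effect and peptide without receptor for full effect; nearly all actives have a fitted effect of over 50% in size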
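Decrease in fluorescence polarization of 20 nM Texas Red SRC2 coactivator peptide flagged inhibition of its binding to 0.6 uM TRb LBD; 1 uM T3 included, incubation 5 hr, ex 555/em 632 nm.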
L3MBTL1 block = blocks human L3MBTL1; Q9Y468; AlphaScreen L3MBTL1–H3K9me1 peptide binding; Potency, µM (top dose mostly 57.1 µM), without a hit: top-dose activity, negative = inhibition, hits mostly inhibitors; 0.66% of 230,000 active; AID 485360; also: nearly all actives have a fitted effect of over 60% in size
Target sequence (Q9Y468 whole entry, looked up): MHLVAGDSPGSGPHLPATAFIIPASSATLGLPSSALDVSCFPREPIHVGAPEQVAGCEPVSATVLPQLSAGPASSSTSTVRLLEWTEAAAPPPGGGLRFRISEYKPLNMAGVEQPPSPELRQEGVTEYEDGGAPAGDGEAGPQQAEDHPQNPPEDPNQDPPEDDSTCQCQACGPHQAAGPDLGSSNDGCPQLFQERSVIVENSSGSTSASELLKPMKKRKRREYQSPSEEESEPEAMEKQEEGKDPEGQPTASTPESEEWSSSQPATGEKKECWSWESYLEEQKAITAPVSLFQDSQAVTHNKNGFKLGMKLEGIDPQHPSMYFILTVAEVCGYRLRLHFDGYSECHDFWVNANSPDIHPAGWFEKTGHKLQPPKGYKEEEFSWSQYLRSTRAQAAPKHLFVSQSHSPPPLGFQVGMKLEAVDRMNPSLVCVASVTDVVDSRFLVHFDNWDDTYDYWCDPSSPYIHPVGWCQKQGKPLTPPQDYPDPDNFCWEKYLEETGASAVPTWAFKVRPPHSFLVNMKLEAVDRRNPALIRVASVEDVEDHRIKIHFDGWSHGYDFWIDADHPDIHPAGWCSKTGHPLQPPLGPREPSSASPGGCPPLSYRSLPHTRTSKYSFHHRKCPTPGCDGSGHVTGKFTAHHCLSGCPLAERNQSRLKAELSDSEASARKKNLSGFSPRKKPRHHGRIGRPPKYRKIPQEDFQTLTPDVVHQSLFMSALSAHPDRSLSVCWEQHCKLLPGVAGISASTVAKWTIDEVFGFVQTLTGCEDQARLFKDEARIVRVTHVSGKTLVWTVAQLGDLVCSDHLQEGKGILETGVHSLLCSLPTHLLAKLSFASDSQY
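First, the protein-peptide complex forms for 30 min at room temperature (L3MBTL1 50 nM, biotinylated H3K9me1 peptide 75 nM). Next, compounds are pin-transferred and incubated 30 min. Finally, AlphaScreen beads are added and read after 30 min.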
Tau FP inhib = inhibitors of human tau fibril formation; AID 1468; 0.39% of 280,000 active; Potency, µM (titrated, usually from 57.7 µM), without a hit: top-dose activity, negative = inhibition, actives largely listed as inhibitors; P10636; K18 P301L tau heparin fibrillization, Alexa594 FP, 6 h; also: nearly all actives have a fitted effect of over 55% in size
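Read-out: fluorescence polarization of Alexa 594-labeled tau (0.24 uM), 555 nm excitation, 632 nm emission. Mixtures held 15 uM unlabeled K18 P301L, compound and 20 uM heparin, pH 7 acetate buffer, incubated 6 hr at 37 C.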
GLA spleen mod = inhibits or activates alpha-galactosidase in human spleen homogenate; P06280; human spleen homogenate, 4MU-alpha-Gal fluorescence, 40 min; Potency, µM (top dose mostly 80 µM), for inactives: at the highest dose activity change, negative = inhibition, actives largely listed as inhibitors; 0.008% of 240,000 active; AID 2107;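 also: 0% = enzyme with vehicle and -100% = no enzyme basal signal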
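qHTS titration in buffer at pH 5.0. Alpha-galactosidase activity in spleen homogenate was measured via 4-methylumbelliferone release from 1 mM fluorogenic substrate after 40 min at 37C and a pH 10 stop. AC50 came from Hill fits of control-normalized data.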
The depositor's hits bear a star; ? = inconclusive; . = no result given; & = joins results of further samples; [ ] = remark or other dose. Unless noted, calls follow the shape of the dose curve; as a rule, active = well fitted curve in the direction sought with a large enough effect; inconclusive = small, poorly fitted or top-dose-only effect, or another doubt; inactive = no such curve, though single readings can be large; an effect the other way counts as inactive or inconclusive. Unless noted, % is scaled to controls: 0 for no effect and ±100 for the full control effect; potency is read from the fitted curve at half-maximal effect.

Value order: ALDH1A1 inh, TR SRC2 fluor cs, Tau fluor counter, Tau ThT inhib, TRb SRC2 PPI, L3MBTL1 block, Tau FP inhib, GLA spleen mod
O=C1C2C(c3ccccc3)CC=CC2[C@H](c2ccoc2)N1Cc1ccccc1 (stereo partly specified)
  ., 0%, -9%, -14%, -1%, ., -6%, 1%
Cc1ccc(N2C(=O)C(Cl)=C(N3CCOCC3)C2=O)cc1Cl
  -5%, -1%, ?, 14µM*, -4%, 2%, 22µM*, 5%
O=C(OCC(=O)N1c2ccccc2Sc2ccccc21)c1cccnc1
  -13%, -2%, -2%, -6%, -12%, -4%, 3%, -3%
S=c1[nH]nc(CNc2ccc(Cl)cc2)n1Cc1ccccc1
  11%, -1%[53 µM], ?, -10%, -3%[53 µM], -16%, 0%, -1%
CC(C(=O)Oc1ccc2c(c1)OCO2)N1C(=O)c2ccccc2C1=O (stereo unspecified)
  -5%, 0%, 2%, 4%, 0%, -2%, -3%, 6%
CC(=O)c1cn(CC(=O)Nc2ccc(C)cc2C)c2ccccc12
  4%, 2%, -2%, -10%, -11%, 1%, 2%, 1%
COc1ccc(-c2noc(C(C)n3nc(C)c([N+](=O)[O-])c3C)n2)cc1OC (stereo unspecified)
  2%, 1%, -27%, -18%, -9%, -5%, -2%, 1%
CC[C@]12CCCN3CCc4c(n(c5ccccc45)C(=O)C1)[C@H]32
  7%, -2%, -19%, -15%, -5%, ., -9%, 4%
OCCn1nc2c3ccccc3nc-2n(-c2ccccc2)c1=S
  ?, 3%, -5%, ?, 1%, 3%, 1%, 10%
CCc1ccc2c(c1)NC(c1cccs1)=NC(c1ccc(F)cc1)=N2
  ., 0%, ?, ?, -2%, ., -9%, .
CC(=O)c1cccc(CN2CCCC(CCC(=O)NCc3ccccc3F)C2)c1 (stereo unspecified)
  -6%, 0%, -4%, -8%, -10%, 4%, -2%, 4%
COc1ccccc1-c1cc(C(F)(F)F)nc(S(=O)(=O)CCCC(=O)O)n1
  -3%, -1%, 5%, -6%, -15%, ., 9%, -5%
CN(C)C1N(C(=O)c2ccccc2)N=C2c3ccccc3S(=O)(=O)N21 (stereo unspecified)
  13%, -2%, -2%, -10%, 4%, 7%, 2%, -6%
C#CCn1c(=NC(=O)c2cccs2)sc2cccc(OC)c21
  ?, -9%, -16%, -16%, 8%, ., -6%, 8%
COc1cc(/C(C)=N/NC(=O)CN2CCN(S(=O)(=O)c3ccc(C)cc3)CC2)ccc1O
  ., 0%, -11%, -3%, -1%, -3%, 2%, -1%
O=C(Nc1cccc(C(F)(F)F)c1)c1noc2c1CCc1ccccc1-2
  ., -6%, -26%, ?, 4%, ., -10%, .
O=C(Cn1cnc2ccccc2c1=O)c1ccc2ccccc2c1
  ?, 0%, -15%, 2%, 3%, ., -11%, 3%
CCCCC1=CC2=C(c3ccco3)C(=O)C(C)(OC(=O)c3ccc(OC)cc3)C(=O)C2=CN1CCN1CCOCC1 (stereo unspecified)
  ?, 0%[11.2 µM], -8%[11.6 µM], ?, 0%[11.2 µM], ., -2%[11.6 µM], -1%[17.5 µM]
COc1ccc(NC(=O)c2nc(C)c(C3(C)CC(c4cccnc4)=NO3)s2)cc1 (stereo unspecified)
  ., -1%, -9%, -10%, -7%, ., 4%, 5%
CCc1ccc2nc(N(CCN(CC)CC)C(=O)c3cccs3)sc2c1
  ., -1%, -27%, -7%, -2%, ., -15%, .
CCOc1ccccc1-c1cc(-c2ccccc2)nc2c1c(=O)n(C)c(=O)n2C
  18%, -4%, -11%, -14%, 0%, ., 5%, -4%
C=C1C(=O)OC2C1CC/C(C)=C/CCC1(C)OC21 (stereo unspecified)
  ?, -12%, -10%, ?, -1%, ., -2%, 7%
O/N=C(/Cc1ccccn1)c1ccccc1
  4%, 2%, -7%, -8%, -19%, 2%, 7%, 10%
O=C(O)CC/C(=C\c1ccccc1[N+](=O)[O-])c1nc2ccccc2s1
  -2%, 0%, -6%, -13%, -11%, -7%, 6%, -16%
Cc1cc(-c2[nH]nc3c2C(c2ccsc2)C(C#N)=C(N)O3)c(C)s1 (stereo unspecified)
  7%, 1%, -18%, ?, -6%, ., -7%, 1%
CCOC(=O)C1(Cc2cccc(F)c2)CCN(C(=O)C2CCC2)CC1
  -7%, -4%, 1%, -5%, 2%, 6%, 7%, 1%
CCCOc1ccc(NCC(=O)Nc2ccc(C)cc2C)cc1
  2.2µM*, 3%, -17%, ?, 10%, -17%, 7%, -2%
Cc1ccccc1C(=O)N/N=C/c1ccc(Sc2ccccn2)o1
  -7%, 1%, 0%, 2%, 6%, 1%, -12%, 0%
CCOC(=O)c1sc2ccccc2c1S(=O)(=O)N1CCN(c2cccc(C)c2)C(C)C1 (stereo unspecified)
  ., 1%, -19%, -4%, -8%, ., -1%, .
CCCC[n+]1c(C)sc2cc(OC)ccc21
  -2%, -2%, -7%, ?, 0%, -1%, 2%, 2%
CC(C)NC(=O)C1CCCN(c2ncnc3onc(-c4ccc(F)cc4)c23)C1 (stereo unspecified)
  ., -20%, -12%, -5%, 0%, ., -8%, .
Cc1ccccc1OCC(=O)N/N=C/c1ccco1
  -7%, 3%, -6%, -6%, -21%, 3%, -11%, 2%
C[C@]1(C(=O)NCc2cc(F)cc(C(F)(F)F)c2)C=C[C@@H](Cc2ccccc2)N1C(=O)c1ccccc1
  5%, -1%&0%, -18%&-15%, -23%&-3%, 3%&3%, -2%, 5%&1%, -2%&1%
Cc1cc(C)cc(C(=O)N2CC(=O)Nc3ccc(Br)cc3C2c2ccccc2)c1 (stereo unspecified)
  ., -5%, -2%, -13%, -2%, ., 11%, .
O=C(NCc1ccccc1C(F)(F)F)C1CC(c2cc(C(F)(F)F)cc(C(F)(F)F)c2)=NO1 (stereo unspecified)
  ., -1%, -6%, -3%, 3%, ., -6%, 7%
Cc1ccc(S(=O)(=O)n2cnc3cc([N+](=O)[O-])ccc32)c(C)c1
  4%, 0%, 4%, 0%, -5%, 6%, 5%, -2%
CCOC(=O)CNS(=O)(=O)c1cc(-c2n[nH]c(=O)c3ccccc23)ccc1C
  14µM*, 0%, 2%, 0%, -6%, -6%, 1%, -5%
Cc1nnc(SC(C)C(=O)Nc2ccc3c(c2)OCCO3)s1 (stereo unspecified)
  0%, -1%, -8%, -10%, -5%, ., 10%, 5%
COc1ccccc1-n1c(=S)[nH]c2c(sc(=S)n2-c2ccccc2C)c1=O
  ?, 1%, -8%, ?, -5%, ., -12%, 6%
Cc1nc2sc3c(c2c(=N)n1N)CC(C)(C)OC3
  -7%, -3%, 1%, -1%, -14%, -3%, 2%, -4%

4 of the compounds above, with each value named.
molecule: Cc1ccccc1C(=O)N/N=C/c1ccc(Sc2ccccn2)o1
  ALDH1A1 inh = -7% | TR SRC2 fluor cs = 1% | Tau fluor counter = 0% | Tau ThT inhib = 2% | TRb SRC2 PPI = 6% | L3MBTL1 block = 1% | Tau FP inhib = -12% | GLA spleen mod = 0%
molecule: CCOC(=O)c1sc2ccccc2c1S(=O)(=O)N1CCN(c2cccc(C)c2)C(C)C1 (stereo unspecified)
  ALDH1A1 inh = . | TR SRC2 fluor cs = 1% | Tau fluor counter = -19% | Tau ThT inhib = -4% | TRb SRC2 PPI = -8% | L3MBTL1 block = . | Tau FP inhib = -1% | GLA spleen mod = .
molecule: CCCC[n+]1c(C)sc2cc(OC)ccc21
  ALDH1A1 inh = -2% | TR SRC2 fluor cs = -2% | Tau fluor counter = -7% | Tau ThT inhib = ? | TRb SRC2 PPI = 0% | L3MBTL1 block = -1% | Tau FP inhib = 2% | GLA spleen mod = 2%
molecule: CC(C)NC(=O)C1CCCN(c2ncnc3onc(-c4ccc(F)cc4)c23)C1 (stereo unspecified)
  ALDH1A1 inh = . | TR SRC2 fluor cs = -20% | Tau fluor counter = -12% | Tau ThT inhib = -5% | TRb SRC2 PPI = 0% | L3MBTL1 block = . | Tau FP inhib = -8% | GLA spleen mod = .

Next part.
Value order: ALDH1A1 inh, TR SRC2 fluor cs, Tau fluor counter, Tau ThT inhib, TRb SRC2 PPI, L3MBTL1 block, Tau FP inhib, GLA spleen mod
CCCn1c(-c2ccc(F)cc2)nc2c(N3CCN(CCC(=O)OCC)CC3)nc(C)nc21
  5%, -2%, -11%, -8%, 4%, ., 1%, 2%
O=C1COc2ccc(C(=O)c3ccccc3C(=O)NCc3ccco3)cc2N1
  7%, 1%, -4%, 1%, -2%, ., 6%, -1%
COC(=O)CCSc1cc([N+](=O)[O-])cc2c1c(C1OCCS1)nn2-c1ccccc1 (stereo unspecified)
  -1%, -5%, ?, -11%, -4%, -16%, 15%, -3%
COCCNC(=S)N1CCN(S(C)(=O)=O)CC1
  27%, 1%, 5%, 0%, 1%, 1%, 2%, 2%
O=C(c1ccc(F)cc1)N1CCCC(C(=O)N2CCN(c3ccccc3)CC2)C1 (stereo unspecified)
  ., -1%, 0%, -2%, -4%, 1%, 11%, -2%
Cc1ccc(-c2cc(C(=O)N/N=C/C=C/c3ccccc3)n[nH]2)s1
  ?, -7%, -22%, ?, -3%, -6%, ?, 0%
O=C(c1ccc(Cl)cc1)N1CCCOC1
  18%, -1%, 7%, 10%, 4%, 9%, 3%, 0%
CCOC(=O)N1CCN(CCC(=O)Nc2ccc(C)cc2)CC1
  -5%, -4%, -10%, -4%, -2%, ., -2%, -14%
COc1cc(C(=O)O)cc(NC(=O)c2ccco2)c1OC
  -2%, -3%, -12%, -11%, 3%, 9%, -6%, -9%
O=C(COc1ccccc1)Nc1ccncc1
  7%, -2%[53 µM], -7%, -9%, -2%[53 µM], 1%, -4%, 0%
CCS(=O)(=O)c1nc(S(=O)(=O)c2ccc(C)cc2)c(NCc2ccccc2Cl)s1
  ., -3%, -25%, -5%, -6%, ., -2%, .
O=C(COC(=O)CNC(=O)c1ccc(Cl)cc1)Nc1ccc(Cl)cc1C(F)(F)F
  10%, 6%, -12%, 8%, -2%, 16%, 3%, 5%
C#CCNC(=O)C1=C[C@@H](c2coc3ccccc3c2=O)C[C@@H](OCCCCO)O1
  10µM*, -1%, -8%, -4%, -8%, 2%, -1%, 8%
CCSc1nnc(Nc2ccc(C)cc2)s1
  -11%, -1%, -25%, -14%, -4%, 10%, 1%, 2%

Outcome played no part in choosing rows, and some 8.5% of all compounds hit somewhere here.
